PI5P4Ka inh: qHTS for Inhibitors of phosphatidylinositol 5-phosphate 4-kinase (PI5P4K) | AID 652105, 2013 | PI5P4Kalpha enzyme, ADP-Glo luminescence, 60 min; stronger effect = lower value | max response, % | actives 1.2% (n = 330,000) | Phosphatidylinositol 5-phosphate 4-kinase type-2 alpha (Homo sapiens), P48426; active means max response of -50% or lower; inconclusive means between -30% and -50%; inactive means -30% or higher; further: value at the top dose of about 77 µM; on the % scale 0 is the no-effect control and ±100 the full control effect
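qHTS, 1536-well: enzyme/substrate mix, compound by pin tool, 5 microM ATP final; RT 60 min; ADP-Glo reagents 1 (45 min) then 2 (30 min); luminescence.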
EPAC1 antag: qHTS for Antagonist of cAMP-regulated guanine nucleotide exchange factor 3 (EPAC1): primary screen; Rap guanine nucleotide exchange factor 3 (Homo sapiens), O95398; EPAC1 GEF assay, Rap1b-BODIPY-GDP exchange fluorescence; Potency, µM (series often up to 115 µM), for the others: at the top dose activity change, negative = inhibition, most hits filed as inhibitors; actives 0.14% (n = 360,000);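 further: potency means the concentration at half of the fitted maximal effect; plate controls were vehicle for no effect and positive control for full effect; nearly all actives have a fitted effect of over 50% in size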
FUS yeast rescue: qHTS for Suppressors of FUS Proteinopathy: Primary screen using FUS-linked yeast assay | S. cerevisiae FUS-expressing, growth rescue, OD600, 24 h | Potency, µM (doses to about 76.6 µM), without a hit: top-dose growth rescue (activation), actives largely listed as activators | actives 0.24% (n = 390,000);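 further: potency means the concentration at half of the fitted maximal effect; plate controls were DMSO vehicle for no effect and reference control for full effect; nearly all actives have a fitted effect of over 55% in size; some results filed as inactive show a strong effect at the top dose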
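Absorbance at 600 nm, taken 24hr after compound addition, measured rescue of FUS-yeast growth at 30C. Induction used 2% galactose with seeding at OD 0.005. Controls: CP55940 from 92uM final, DMSO only.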
Abeta yeast res: qHTS for compounds that reverse cellular toxicity of Amyloid beta (A-beta) peptide in yeast: Primary Screen | yeast expressing A-beta42, growth rescue, OD600, 48 h; response scale: 0% DMSO, 100% iron-clioquinol control | actives 0.063% (n = 410,000) | Potency, µM (highest dose often 46.1 µM), inactives show at the top dose growth rescue, hits mostly activators; further: potency means the concentration at half of the fitted maximal effect; nearly all actives have a fitted effect of over 55% in size
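Yeast A-beta toxicity model in growth medium with pinned compounds, 48 h at 30 C; growth read as absorbance at 600 nm. Normalized to FeCl3/clioquinol equimolar mix (positive) and DMSO (negative).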
IL2 activator: qHTS of IL-2 Activators. actives 0.065% (n = 360,000). activation, % (series mostly up to about 46 µM). AID 652025, 2013. IL-2 activation reporter assay, cell-based qHTS; stimulated with anti-CD3/CD4/CD28 beads; in transgenic mouse T cells; in the data active means activation above about 50%; inconclusive means mostly about 30% to 49%; further: 0% is about no effect
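Quantitative HTS in unstimulated transgenic mouse T cells, with memory T cells as non-tolerant control and PMA/ionomycin as tolerance-bypass control. Compound pretreatment lasted 60 minutes before 18 h bead stimulation; EGFP/DsRed fluorescence read.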
PLK1 PBD inh: qHTS for Inhibitors of PLK1-PDB (polo-like kinase 1 - polo-box domain): Primary Screen | Serine/threonine-protein kinase PLK1 (Homo sapiens), P53350 | Potency, µM, inactives show max response, negative = inhibition, most hits filed as inhibitors | Plk1 PBD binding of FITC phosphopeptide, fluorescence polarization | actives 2.8% (n = 360,000); further: potency means the concentration at half of the fitted maximal effect; series mostly up to about 57 µM; on the % scale 0 is the no-effect control and ±100 the full control effect; nearly all actives have a fitted effect of over 65% in size
WRN inhibitor: qHTS for Inhibitors of WRN Helicase. Bifunctional 3'-5' exonuclease/ATP-dependent helicase WRN (Homo sapiens), Q14191. WRN helicase unwinding, fluorescent forked duplex, kinetic. Potency, µM (titrated, usually from 114 µM), for inactives: top-dose activity change, negative = inhibition, hits mostly inhibitors. actives 0.46% (n = 360,000); further: potency means the concentration at half of the fitted maximal effect; on the % scale 0 is the no-effect control and ±100 the full control effect; nearly all actives have a fitted effect of over 55% in size
Target sequence (Q14191 whole entry, looked up): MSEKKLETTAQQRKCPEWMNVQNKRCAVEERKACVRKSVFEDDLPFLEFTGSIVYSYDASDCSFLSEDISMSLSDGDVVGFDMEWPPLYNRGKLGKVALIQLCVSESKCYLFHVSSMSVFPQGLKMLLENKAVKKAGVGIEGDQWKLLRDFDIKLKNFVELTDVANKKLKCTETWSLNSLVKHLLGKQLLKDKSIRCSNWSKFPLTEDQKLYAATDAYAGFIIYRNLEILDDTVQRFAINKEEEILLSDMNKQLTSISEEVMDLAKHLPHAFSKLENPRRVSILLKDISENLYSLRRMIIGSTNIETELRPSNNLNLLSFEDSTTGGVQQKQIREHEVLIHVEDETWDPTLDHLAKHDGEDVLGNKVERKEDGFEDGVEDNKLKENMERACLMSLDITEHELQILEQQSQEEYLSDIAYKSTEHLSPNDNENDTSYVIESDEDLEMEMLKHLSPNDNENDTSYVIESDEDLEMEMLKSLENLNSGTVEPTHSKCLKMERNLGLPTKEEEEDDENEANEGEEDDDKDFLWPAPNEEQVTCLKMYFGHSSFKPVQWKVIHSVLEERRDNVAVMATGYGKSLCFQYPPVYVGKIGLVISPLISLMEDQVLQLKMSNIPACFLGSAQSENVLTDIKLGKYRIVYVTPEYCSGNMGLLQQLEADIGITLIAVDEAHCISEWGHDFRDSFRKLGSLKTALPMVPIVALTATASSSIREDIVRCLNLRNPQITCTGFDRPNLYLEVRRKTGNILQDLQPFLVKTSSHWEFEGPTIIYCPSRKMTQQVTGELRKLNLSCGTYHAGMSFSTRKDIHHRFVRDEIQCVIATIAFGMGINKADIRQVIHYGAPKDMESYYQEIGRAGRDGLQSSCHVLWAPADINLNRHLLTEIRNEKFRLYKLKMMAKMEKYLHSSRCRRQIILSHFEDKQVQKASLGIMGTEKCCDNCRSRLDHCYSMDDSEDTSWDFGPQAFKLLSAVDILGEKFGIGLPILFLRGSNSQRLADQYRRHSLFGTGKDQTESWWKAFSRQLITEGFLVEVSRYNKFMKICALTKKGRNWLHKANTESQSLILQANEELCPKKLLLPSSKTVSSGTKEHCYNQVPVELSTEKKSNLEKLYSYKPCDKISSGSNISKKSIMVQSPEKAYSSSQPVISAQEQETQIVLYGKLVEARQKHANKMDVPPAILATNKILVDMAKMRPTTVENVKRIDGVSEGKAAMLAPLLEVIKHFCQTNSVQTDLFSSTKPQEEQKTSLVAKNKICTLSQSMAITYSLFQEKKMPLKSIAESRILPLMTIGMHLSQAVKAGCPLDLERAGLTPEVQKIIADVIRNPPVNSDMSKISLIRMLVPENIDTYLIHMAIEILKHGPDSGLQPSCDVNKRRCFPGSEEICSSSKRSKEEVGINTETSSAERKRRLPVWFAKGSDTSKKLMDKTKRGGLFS
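Primary qHTS, 1536-well format. 20 nM WRN + compound, 15 min RT; start with 100 nM forked fluorophore/quencher duplex, 2 mM ATP (final); kinetic read ex 525/em 598 nm.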
EPAC1 ag: qHTS for Agonist of cAMP-regulated guanine nucleotide exchange factor 3 (EPAC1): primary screen; AID 720707, 2013; actives 0.073% (n = 360,000); Potency, µM (doses to about 154 µM), for inactives: at the top dose activation, usual class: activators; EPAC1 agonist qHTS, biochemical assay; response scale: 100% = response to 6.5 mM cAMP; further: potency means the concentration at half of the fitted maximal effect; nearly all actives have a fitted effect of over 60% in size
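Nucleotide exchange by EPAC1 (100 nM) on Rap1B–BODIPY-GDP (250 nM) in the presence of 50 uM GDP is tracked fluorescently at 480/540 nm over 30 min. Signals are normalized to a 6.5 mM cAMP control.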
Numbers without * were called inactive; ? = inconclusive; · = no result given; [ ] = another dose, or the depositor's remark. Unless noted, the call rests on the fitted dose curve; in most records, active means well fitted curve in the direction sought with a large enough effect; inconclusive means small, poorly fitted or top-dose-only effect, or another doubt; inactive means no such curve, though single readings can be large; an effect the other way counts as inactive or inconclusive.

Second line of a record – EPAC1 ag, PLK1 PBD inh, EPAC1 antag, Abeta yeast res, PI5P4Ka inh, FUS yeast rescue, WRN inhibitor, IL2 activator
[1] COc1ccc([C@@H]2CC(=O)[C@@H]3CN(S(=O)(=O)c4ccc(Cl)cc4)[C@H](c4ccc(C)cc4)C[C@@H]3N2S(=O)(=O)c2ccccc2)cc1
→ 1.0%, -5.1%, -14.4%, -5.5%, -0.1, 20.0%, 0.9%, -0.3
[2] CCCC1(CCC)NC(=O)N(CC(=O)N2CCc3ccccc32)C1=O
→ -3.1%, 0.0%, -1.2%, 8.3%, -13.5, ·, 2.6%, -0.7
[3] c1cc(SSc2ccncc2)ccn1
→ -0.6%, 1.89µM*, -15.7%, -77.8%[inhibitor], -70.5*, -22.9%, -1.9%, -2.7
[4] CCCn1c(=O)c2ccccc2n2c(SCC(=O)/C(C#N)=C(\C)N)nnc12
→ -0.9%, -8.2%, 12.0%, -20.2%, ·, -6.5%, -4.8%, -1.5
[5] c1ccc(-c2noc(CSc3nnc(Cc4cccs4)n3-c3ccccc3)n2)cc1
→ 6.3%, -9.7%, -14.5%, 12.6%, 3.2, 36.8%, -3.7%, -1.5
[6] COC[C@H]1CCCN1[C@H]1CS(=O)(=O)N[C@@H]1COCc1ccccc1
→ 18.2%, -9.2%, 7.1%, -5.9%, 1.7, -28.3%, 3.1%, 0.8
[7] CC12CCC(C(=O)Nc3ccccc3)(C/C1=N\O)C2(C)C (stereo not drawn)
→ 1.6%, -5.3%, -14.2%, -2.4%, ·, 2.0%, -8.1%, -0.5
[8] CCOc1ccc2c(c1)cc(CN(C(=O)CC)C1CCCCC1)c1nnnn12
→ 0.9%, -0.7%, -0.2%, -3.8%, 0.2, 44.4%, 10.5%, -0.9
[9] CC(C)CN1CCC1(C)C(=O)Nc1cccc(C#N)c1 (stereo not drawn)
→ -6.9%, 3.1%, 4.1%, -11.7%, -4.7, -19.3%, 0.9%, -0.5
[10] c1ccc(-c2nc3c(ccc4ccccc43)[nH]2)nc1
→ 0.6%, -6.2%, -16.7%, 0.0%, 0.0, ?, -19.3%, -0.4
[11] CSc1nnc(CSc2cc(C)nc(N(C)C)n2)o1
→ -14.5%, -14.9%, -12.2%, 9.5%, -2.6, ·, -20.3%, -3.7
[12] CCC(C)C(=O)Nc1nnc(SCC(=O)NC2CCCC2)s1 (stereo not drawn)
→ -0.9%, 3.0%, -2.7%, 4.0%, -4.7, 15.6%, 2.9%, -0.3
[13] C#CCOCCOCCOCCNc1nc(N2CCN(C(=O)CCCCCCCCCCNC(=O)Cn3cc(CCCCCN)nn3)CC2)nc(N2CCN(C(=O)CCCCCCCCCCNC(=O)[C@H](CO)n3cc(CCCSC)nn3)CC2)n1
→ 19.6%, -7.3%, ?, -0.1%, ?, ?, 31.6µM*, -0.5
[14] CCc1nc2ccc(C(=O)N(CC)CCN(C)C)cn2c1N(C)Cc1ccc(OC)cc1
→ 2.6%, 9.3%, 6.0%, -1.4%, -0.1, 5.6%, 3.6%, -0.5
[15] O=C1CN(C(=O)COC(=O)[C@@H]2CC(O)CN2S(=O)(=O)c2ccc(Cl)cc2)c2ccccc2N1 (stereo partly drawn)
→ 6.5%, -7.8%, 2.9%, 4.5%, 4.8, ·, -31.5%, -2.9
[16] N#CC1=C2SCN(Cc3ccccc3)CN2C(=O)CC1c1cccs1 (stereo not drawn)
→ 2.6%, 23.8µM*, -21.7%, -1.0%, -58.8*, 18.9%, 0.1%, -1.1
[17] CCN(CC)C(=O)Cc1c(O)c2ccccc2[nH]c1=O
→ -5.1%, -12.6%, -16.1%, -2.2%, -7.3, 9.4%, -5.0%, -0.4
[18] COc1cc(N)c(Cl)cc1C(=O)OCC(=O)N1CCCCCC1
→ 14.3%, 0.7%, 0.5%, 10.3%, 13.5, -11.1%, -1.7%, 0.5
[19] CC1CCCC(C)N1C(=O)COC(=O)CNS(=O)(=O)c1ccc2ccccc2c1 (stereo not drawn)
→ 4.7%, 3.2%, -1.8%, 2.5%, -6.2, 10.2%, 1.8%, -1.4
[20] Cn1c(SCC(=O)NC2CCS(=O)(=O)C2)nnc1-c1ccco1 (stereo not drawn)
→ -0.6%, -3.9%, 21.7%, 10.6%, 3.8, -15.6%, 3.4%, -0.7

Results in Abeta yeast res (2 entries from above):
item | Structure | Abeta yeast res
15 | O=C1CN(C(=O)COC(=O)[C@@H]2CC(O)CN2S(=O)(=O)c2ccc(Cl)cc2)c2ccccc2N1 (stereo partly drawn) | 4.5%
16 | N#CC1=C2SCN(Cc3ccccc3)CN2C(=O)CC1c1cccs1 (stereo not drawn) | -1.0%

The list goes on:
Second line of a record – EPAC1 ag, PLK1 PBD inh, EPAC1 antag, Abeta yeast res, PI5P4Ka inh, FUS yeast rescue, WRN inhibitor, IL2 activator
[21] CCOC(=O)C1=C(C)N=C2SC(C(=O)OC)=CC(=O)N2C1c1cc(OC)c(OC)c(OC)c1 (stereo not drawn)
→ 0.3%, -12.2%, -26.6%, 16.4%, 3.5, 32.1%, -4.0%, 0.3
[22] CC1=C(C(=O)Nc2ccccc2)C2(CCCCC2)C(C(N)=O)C(=S)N1 (stereo not drawn)
→ -14.6%, 0.2%, 11.5%, -0.2%, -1.8, ·, 3.4%, 0.1
[23] CCN1/C(=C\c2ccc3cc(C)ccc3[n+]2CC)Sc2cc(C)c(C)cc21
→ -11.8%, 0.2%, -10.0%, -84.1%[inhibitor], -11.8, -13.4%, 44.7µM*, 1.3
[24] COc1cc(C(=O)NNC(=O)COc2ccccc2Cl)ccc1OCC(=O)N1CCOCC1
→ 11.0%, -3.8%, -1.5%, -4.4%, -1.4, -10.5%, 0.1%, 0.1
[25] Cc1nc(N2CCCCCC2)c2ccccc2n1
→ 6.7%, -7.5%, -27.1%, -8.1%, 2.5, -0.8%, 3.5%, -0.3
[26] Cc1nn(CCC(=O)NNC(=S)Nc2cccc(Cl)c2)c(C)c1[N+](=O)[O-]
→ -3.2%, ?, 5.9%, 24.9%, ·, 17.9%, 3.9%, 1.2
[27] CC(NC(=O)C1C(=O)N(CCO)C2(C)CC1c1ccccc1O2)c1ccccc1 (stereo not drawn)
→ 9.8%, -5.4%, 11.7%, 8.4%, ·, 27.9%, 9.0%, -0.2
[28] COCCCNC(=O)CN(Cc1ccccc1)S(=O)(=O)c1ccccc1
→ -8.2%, -3.9%, -23.8%, 1.0%, 0.7, -25.5%, -6.9%, -0.2
[29] CCOc1ccc(OCC(=O)N(C)c2c(N)n(Cc3ccccc3)c(=O)[nH]c2=O)cc1
→ -6.4%, -2.3%, 4.1%, 11.4%, 5.3, -0.3%, 2.3%, -3.6
[30] CCC(C)C(NC(=O)c1ccccc1NC(=O)c1ccco1)C(=O)NC1CCCCC1 (stereo not drawn)
→ -30.8%[inhibitor], 0.8%, -20.1%, 19.7%, 1.4, ?, -9.9%, -0.1
[31] O=C(c1cc(C2CC2)nn1-c1ccccc1)N1CCN(S(=O)(=O)c2ccc(F)cc2)CC1
→ 0.3%, -1.4%, 0.7%, 1.8%, -0.7, -3.1%, -5.5%, 6.0
[32] COC(=O)N/N=C/c1c[nH]c2ccccc12
→ -3.4%, 2.5%, 3.2%, 10.3%, -8.9, -6.4%, -0.4%, -0.5
[33] Cc1nc2c(-c3ccccc3)c(C)nn2c(C)c1CCC(=O)O
→ -9.9%, -1.5%, -12.4%, 9.4%, -3.4, 13.2%, 3.2%, -0.4
[34] OCCN(C=NC1=NN(c2cccc(C(F)(F)F)c2)CC1)CCO
→ 0.3%, -11.2%, -3.7%, -21.8%, -0.2, -1.2%, 6.2%, -2.2
[35] CSc1nnc(-c2cccn(Cc3cccc(Cl)c3)c2=O)o1
→ 9.6%, -5.8%, 4.4%, 10.1%, -3.4, -9.5%, -2.4%, 0.7
[36] N#Cc1ccc2c(=O)n(-c3ccccc3)sc2c1
→ 3.9%, 2.99µM*, -10.7%, -75.9%[inhibitor], -85.1*, 5.3%, -4.2%, -3.2
[37] COCCCN(C(=O)CSCC(=O)Nc1cccc(C)c1)c1c(N)n(Cc2ccccc2)c(=O)[nH]c1=O
→ 1.8%, -7.1%, 0.8%, 16.6%, 3.4, 26.7%, -7.3%, 0.5
[38] C/C(=N/NS(=O)(=O)c1ccc(Cl)cc1)c1cccc(NC(=O)c2ccncc2)c1
→ 7.4%, -11.4%, -14.1%, -0.8%, -2.6, 22.9%, -29.2%, -0.5
[39] COC(=O)C1=C(C(=O)OC)[C@@H]2N(C)c3ccc(OC)cc3[C@@]23C[C@@H](C(=O)OC)N(C(=O)c2ccc(Br)cc2)C3=N1
→ -10.4%, -14.7%, -12.2%, -3.5%, 2.1, 35.6%, -7.0%, 0.7
[40] Cc1ccc(S(=O)(=O)N2CCCCC2C(=O)N(C)c2ccccc2)cc1 (stereo not drawn)
→ 1.7%, -21.2%, -13.5%, 1.1%, -0.1, -14.3%, 3.4%, -2.6
[41] CC(=O)Nc1ccc(S(=O)(=O)NNC(=O)COc2cc(C)ccc2C(C)C)cc1
→ 0.2%, ?, 10.4%, 9.6%, -3.9, -1.1%, 1.2%, -0.4
[42] CCn1c(SCC(=O)N2CCc3ccccc3C2)nc2sc(C)c(C)c2c1=O
→ -2.4%, -5.2%, -5.8%, -21.3%, -9.5, -3.6%, 5.7%, -2.7
[43] COc1ccc(CCNC(=O)CSc2nnc3c(n2)[nH]c2ccc(F)cc23)cc1OC
→ 4.1%, -2.4%, 30.9%[activator], 8.3%, -6.5, -15.0%, 6.9%, 0.1
[44] CC1(C(=O)N(CC(=O)NC2CCCC2)Cc2ccc(Cl)cc2)CC(=O)N=C2C=CC=CN21 (stereo not drawn)
→ 3.4%, 4.4%, -5.6%, 0.8%, -7.6, -4.3%, -5.0%, -0.8

Screens deposited in PubChem BioAssay by National Center for Advancing Translational Sciences (NCATS).
